# Rpn11 inh: Rpn11 (PSMD14) deubiquitinase inhibitors, primary screen, biochemical, fluorescence polarization, uHTS; calls only at 20 µM; human 26S proteasome, Ub4-pepOG fluorescence polarization; 20S core pre-blocked with epoxomicin; actives 0.59% (n = 360,000);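 active = inhibition at 20 µM, scaled to each plate's controls, above about 33%, limit read from the data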
# NadD block: inhibitors of S. aureus NadD, primary screen, biochemical, colorimetric, uHTS; inhibition, % at 20 µM; actives 0.78% (n = 360,000); purified NadD enzyme, colorimetric absorbance read-out; Nicotinate-nucleotide adenylyltransferase NadD (Staphylococcus aureus N315); in the data active = inhibition above about 26%; note: some compounds past the cut are filed as inactive
# PABP1 MLLE inh: inhibitors of PABP1 MLLE–PAM2 peptide binding, primary screen, biochemical, fluorescence polarization, FITC-PAM2, GST-MLLE; actives 0.36% (n = 360,000); Polyadenylate-binding protein 1 (Homo sapiens), P11940; inhibition, % at 20 µM; AID 588489, 2011; in the data active = inhibition above about 35%, passing the limit was not always enough;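 note: plate controls were DMSO wells with GST-MLLE for no effect and wells lacking GST-MLLE protein for full effect; some results filed as inactive read as strong as hits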
# Tb MetRS inh: T. brucei MetRS inhibitors, primary screen, biochemical, luminescence. inhibition, % at 11.9 µM. actives 0.4% (n = 360,000). purified T. brucei MetRS, ATP depletion, Kinase-Glo luminescence;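 active = inhibition above a per-plate cutoff of the control wells' mean inhibition plus 3 SD, cut at about 5.5% in these data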;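 note: 0% = DMSO wells median and 100% = median of wells with control inhibitor compound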
#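 Material: T. brucei methionyl-tRNA synthetase, purified; reagent: substrates ATP, L-methionine and bulk Escherichia coli tRNA; dosing: 11.9 µM single point; timing: 15 min plus 2 h at 25 °C; detection: luminescence of leftover ATP; evaluation: % inhibition; control set: DMSO-only wells as low control; replicates: singlicate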
# Scp-1 inhibitor: Scp-1 phosphatase inhibitors, primary screen, biochemical, colorimetric, uHTS. Carboxy-terminal domain RNA polymerase II polypeptide A small phosphatase 1 (Homo …. actives 0.88% (n = 340,000). Recombinant Scp1, phosphopeptide, malachite green phosphate absorbance. inhibition, % at 20 µM. AID 493091, 2011;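 active = inhibition above about 50% at 20 µM, limit read from the data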;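 note: plate controls were DMSO wells with enzyme for no effect and wells lacking enzyme for full effect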
#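 assay system = SCP-1 phosphatase catalytic domain, residues 76-261 | buffer or medium = 50 mM Tris acetate pH 5.5, 0.005% Tween-20, 10 mM MgCl2 | incubation = enzyme reaction 45 min at room temperature, colour 5 min, stabilisation 30 min | signal = Phosphate-binding colour reagent, absorbance read at 630 nm | measure = % inhibition at 20 µM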
# STEP inh: STEP phosphatase inhibitors, primary screen, biochemical, fluorescence intensity, uHTS | Tyrosine-protein phosphatase non-receptor type 5 (Homo sapiens), P54829 | recombinant STEP, OMFP fluorogenic substrate | inhibition, % at 20 µM | actives 0.25% (n = 360,000);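 active = inhibition at 20 µM, scaled per plate between control wells, above about 37%, limit read from the data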;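 note: 0% = DMSO with enzyme and substrate and 100% = substrate only without enzyme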
#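 Also added – OMFP at 25 µM · Test system – STEP tyrosine phosphatase · Technique – FITC-channel fluorescence of OMFP product · Schedule – 20 min at room temperature, dark · Evaluation – control-normalized % inhibition with plate pattern correction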
# DNMT1 block: human DNMT1 methyltransferase inhibitors, primary screen, biochemical, molecular beacon, fluorescence, HinP1I cleavage, uHTS | DNA (cytosine-5)-methyltransferase 1 (Homo sapiens), P26358 | inhibition (reported as % activation of signal), % at 10 µM | actives 0.83% (n = 360,000) | AID 588458, 2011; in the data active = inhibition above about 50%
# Target sequence (P26358 504-1616 limits assumed): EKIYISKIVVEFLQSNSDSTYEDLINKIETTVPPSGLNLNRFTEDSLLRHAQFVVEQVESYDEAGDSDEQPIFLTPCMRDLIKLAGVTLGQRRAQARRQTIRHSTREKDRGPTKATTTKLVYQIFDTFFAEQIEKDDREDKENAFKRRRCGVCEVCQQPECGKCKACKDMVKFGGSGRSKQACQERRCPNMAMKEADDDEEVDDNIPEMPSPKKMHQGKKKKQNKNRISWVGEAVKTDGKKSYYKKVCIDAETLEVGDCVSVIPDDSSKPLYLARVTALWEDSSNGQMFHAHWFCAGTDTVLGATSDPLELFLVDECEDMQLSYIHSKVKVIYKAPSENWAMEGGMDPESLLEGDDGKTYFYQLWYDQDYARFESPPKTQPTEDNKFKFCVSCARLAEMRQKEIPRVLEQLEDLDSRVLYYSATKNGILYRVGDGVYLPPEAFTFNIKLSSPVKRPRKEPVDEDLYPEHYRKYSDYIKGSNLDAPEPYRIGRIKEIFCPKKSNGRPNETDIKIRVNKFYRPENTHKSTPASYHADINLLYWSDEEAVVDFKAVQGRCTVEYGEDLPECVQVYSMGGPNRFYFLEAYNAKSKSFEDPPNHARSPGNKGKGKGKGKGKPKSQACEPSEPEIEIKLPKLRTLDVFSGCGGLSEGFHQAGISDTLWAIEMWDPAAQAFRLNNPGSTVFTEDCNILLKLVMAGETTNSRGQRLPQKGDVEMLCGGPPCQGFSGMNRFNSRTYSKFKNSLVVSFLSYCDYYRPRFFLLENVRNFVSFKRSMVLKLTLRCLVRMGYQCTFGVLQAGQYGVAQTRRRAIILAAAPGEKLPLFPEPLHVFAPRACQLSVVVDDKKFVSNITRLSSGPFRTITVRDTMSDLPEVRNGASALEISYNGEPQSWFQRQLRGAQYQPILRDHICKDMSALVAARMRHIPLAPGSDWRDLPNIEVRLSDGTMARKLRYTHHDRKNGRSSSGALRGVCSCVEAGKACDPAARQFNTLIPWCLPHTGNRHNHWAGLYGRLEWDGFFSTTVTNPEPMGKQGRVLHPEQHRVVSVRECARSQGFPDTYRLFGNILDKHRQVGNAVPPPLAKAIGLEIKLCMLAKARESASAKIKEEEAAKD
# SUMO1-SIM PPI: modulators of SUMO1 protein-protein interactions, primary screen, biochemical, uHTS; Small ubiquitin-related modifier 1 (Homo sapiens), P63165; SUMO1 binding to a labelled peptide, TR-FRET, 1 h; inhibition, % at 20 µM; actives 0.33% (n = 360,000); AID 602429, 2012; in the data active = inhibition above about 37%
# LMPTP inh: LMPTP phosphatase inhibitors, primary screen, biochemical, fluorescence intensity, uHTS. Low molecular weight phosphotyrosine protein phosphatase (Homo sapiens), P24666. recombinant LMPTP-A, OMFP fluorogenic substrate. inhibition, % at 20 µM. actives 0.22% (n = 360,000);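 active = compounds that cut the enzyme signal by at least half of the control window in the single-dose screen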;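 note: plate controls were DMSO wells with enzyme plus substrate for no effect and substrate without enzyme for full effect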
#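 Assay system: LMPTP-A, protein tyrosine phosphatase of low molecular weight / Medium: pH 6.0 Bis-Tris buffer with DTT and Triton X-100 / Schedule: 50 min enzyme reaction at room temperature, protected from light / Measured by: endpoint fluorescence intensity from OMFP dephosphorylation / Read-out basis: % inhibition relative to no-enzyme and uninhibited control wells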
# CSN inh: inhibitors of CSN-mediated cullin deneddylation, primary screen, biochemical, fluorescence polarization, uHTS. COP9 signalosome complex subunit 5 (Homo sapiens), Q92905. Purified CSN, SCF-Nedd8-OG deneddylation. inhibition, % at 12.5 µM. actives 0.38% (n = 360,000);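 active = pattern-corrected inhibition above about 35%, with an unprinted fluorescence ratio check between 0.5 and 1.5, limit read from the data, passing the limit was not always enough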;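 note: 0% = enzyme with substrate and 100% = substrate without enzyme; some results filed as inactive read as strong as hits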
#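 Test system: purified human Csn5 enzyme expressed in HEK293T cells. Amount: 0.24 nM enzyme. Reagent: SCFSkp2-Nedd8OG substrate at 10 nM final. Schedule: 90 min incubation of compound, enzyme and substrate at room temperature. Detection: fluorescence polarization. Read-out: % inhibition of substrate cleavage by Csn5.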
# Numbers without * were called inactive; i = inactive; · = not tested or not shown.
SMILES,Rpn11 inh,NadD block,PABP1 MLLE inh,Tb MetRS inh,Scp-1 inhibitor,STEP inh,DNMT1 block,SUMO1-SIM PPI,LMPTP inh,CSN inh
CCN(CC)C(=O)C1=C(C)NC(=S)NC1c1cccs1 (centres undefined),i,-3,9,-0.5,-4,0,1,0,-0.7,-4
CCOC(=O)CNC(=O)N1CCCC(Cc2ccccc2)(C(=O)OCC)C1 (centres undefined),i,-4,-2,-0.5,0,-3,-10,1,-1.1,-2
Cc1nc(COc2ccc(C(=O)NCc3ccccc3CN3CCCCC3)cc2)cs1,i,-3,3,-0.3,-2,-2,4,0,-1.0,0
CC(C(=O)NC1CCCC1)N(C(=O)CS(=O)CC(=O)Nc1ccc(F)cc1)c1ccc2c(c1)OCCO2 (centres undefined),i,4,-7,-0.1,-3,0,2,1,0.3,-4
Cc1cccc(NC(=O)CSc2ccc(-c3ccco3)nn2)c1C,i,2,13,-1.1,-1,2,2,0,-0.5,3
COC(=O)C(NC(=O)c1ccco1)(Nc1nc(C)cs1)C(F)(F)F (centres undefined),i,1,1,0.1,-2,-1,-2,0,-1.5,-1
CCc1c(C)c2cc(Cl)c(O)c(CN(C)C)c2oc1=O,i,-3,6,-1.3,0,1,2,-1,-1.0,7
CCOC(=O)c1ccc(NC(=O)c2cn(-c3ccccc3)nc2-c2ccncc2)cc1,i,5,4,-0.4,10,-2,-7,0,1.2,1
CN(CC(=O)Nc1cc(S(=O)(=O)N2CCOCC2)ccc1Cl)C1CCS(=O)(=O)C1 (centres undefined),i,0,-23,1.5,1,-1,-6,2,-1.4,-1
Cc1cc(C)c(NC(=S)N(CCCN2CCOCC2)Cc2cccnc2)c(C)c1,i,-5,-5,0.4,3,8,1,-4,-3.8,-4
Cc1nn(Cc2ccccc2)c(C)c1/C=N/NC(=O)c1ccncc1,i,-5,-3,0.1,-7,2,6,2,-2.3,109
Cc1cc(C)c2sc(N(CCN(C)C)C(=O)c3c(F)cccc3F)nc2c1,i,-7,5,0.0,-3,3,-4,-2,-0.2,5
COc1cc(C(=O)NNC(=S)NC(=O)c2ccc3c(c2)OCO3)cc(OC)c1OC,i,1,-11,-0.6,-11,3,4,9,-1.1,5
C/C(=N\n1cnnc1)c1ccccc1,i,1,-6,-0.3,-1,-2,0,2,0.0,-7
O=C(NCc1cc2ccccc2[nH]1)C1CCC(=O)N(CC2CCCCC2)C1 (centres undefined),i,4,-23,0.4,·,-1,-21,1,-0.9,5
CCOC(=O)C1=C(COC(=O)C2(C)CC2(Cl)Cl)NC(=O)NC1c1ccc(OC)cc1 (centres undefined),i,0,-25,-0.8,-7,4,-2,4,0.6,2
CCOc1ncccc1C(=O)NCC1COc2ccccc2O1 (centres undefined),i,0,-8,0.1,-5,2,4,0,0.7,0
COc1cccc(C(=O)Nc2ccc3c(c2)CCCN3C(=O)c2cccs2)c1OC,i,-6,-15,-2.6,0,3,-5,1,0.0,6
COc1cc(C(=O)OCC(=O)NC(=O)NC2CCCCC2)cc(Cl)c1OC,i,-3,10,-0.1,-10,-1,11,2,3.1,-2
Cc1ccc(NNC(=O)C(=O)N2CCCCC2)cc1,i,7,12,-0.1,-7,-4,0,0,-0.4,-6
COc1ccccc1OCC(=O)NNC(=O)c1c(-c2ccccc2Cl)noc1C,i,8,-11,0.1,-3,-3,-1,1,0.6,-2
O=C(O)c1cccc(N2C(=O)Nc3ccccc3N2O)c1,i,-4,26,-0.7,5,0,1,0,-1.1,-16
Cc1cc(-c2nnco2)c(C)n1-c1ccc(F)cc1,i,2,-9,-0.9,-4,1,0,-5,-2.5,-5
CC(C)CNS(=O)(=O)c1cc(C(=O)N2CCOCC2)c(Cl)cc1Cl,i,-4,10,-2.2,-1,-5,8,3,-2.6,0
O=[N+]([O-])c1cccc(/C(=N/N=C/c2ccccc2Br)C23CN4CN(CN(C4)C2)C3)c1,i,1,6,-0.2,-3,0,3,-2,-0.7,2
COc1ccc(NC(=O)c2ccc3c(c2)OCO3)cc1,i,-4,-5,0.5,1,-2,2,11,-0.3,3
CCOc1cc(/C=N/NC(=O)CSc2nncn2C)ccc1OCC(N)=O,i,-6,-19,-1.1,-4,7,-1,-17,1.4,-1
O=C(NCCCN1CCCC1=O)c1ccc(Cl)c(Cl)c1,i,1,4,0.0,-5,0,0,-3,-1.2,-7
CC(=O)Nc1ccc(NC(=O)CN2CCN(c3cccc(C(F)(F)F)c3)CC2)cc1,i,-5,-17,-0.8,0,6,-10,2,0.1,-3
CCC(C)[C@H](NC(=O)N1CC(=O)Nc2ccccc21)C(=O)NC(C)CCc1ccccc1 (some centres undefined),i,-4,-10,0.4,-8,2,0,-1,-0.7,3

# Three entries out of the list, sorted by molecular weight, low to high:
SMILES,Rpn11 inh,NadD block,PABP1 MLLE inh,Tb MetRS inh,Scp-1 inhibitor,STEP inh,DNMT1 block,SUMO1-SIM PPI,LMPTP inh,CSN inh
CCN(CC)C(=O)C1=C(C)NC(=S)NC1c1cccs1 (centres undefined),i,-3,9,-0.5,-4,0,1,0,-0.7,-4
O=C(NCCCN1CCCC1=O)c1ccc(Cl)c(Cl)c1,i,1,4,0.0,-5,0,0,-3,-1.2,-7
Cc1cc(C)c(NC(=S)N(CCCN2CCOCC2)Cc2cccnc2)c(C)c1,i,-5,-5,0.4,3,8,1,-4,-3.8,-4

# The listing continues:
SMILES,Rpn11 inh,NadD block,PABP1 MLLE inh,Tb MetRS inh,Scp-1 inhibitor,STEP inh,DNMT1 block,SUMO1-SIM PPI,LMPTP inh,CSN inh
COc1ccc2c(Cl)c(C(=O)N/N=C/c3ccncc3)sc2c1,i,15,-4,-0.9,1,2,16,-4,49,2
C=CCN(CC=C)C(=S)Nc1ccc2nsnc2c1,i,4,52*,0.7,-12,2,-12,4,1.8,18
Cc1ccc2oc(=O)c(-c3ccc(O)cc3)c(C)c2c1,i,1,-5,-0.1,-6,0,2,-8,0.4,2
CN(C(=O)c1cccc(N2C(=O)C3C4C=CC(C4)C3C2=O)c1)C1CCCCC1 (centres undefined),i,3,5,1.0,-3,-1,0,6,-0.4,-1
Fc1ccc(NC(=S)SCc2ccc3c(c2)OCO3)cc1F,i,-5,29,-0.4,·,-1,-1,3,-0.8,6
COCC(=O)NC1(c2nnnn2CCOC(=O)Nc2ccc(Cl)cc2)CCCCC1,i,-1,10,1.2,-6,0,-1,0,-0.1,0
CCOC(=O)C1CCN(C(=S)NC2CCCC2)CC1,i,-3,-112,-0.4,-1,3,0,-1,-1.4,-1
Cc1oc(-c2ccccc2F)nc1CS(=O)CC(=O)NC1CCCC1 (centres undefined),i,1,24,-0.7,-4,0,-1,-1,-1.7,-5
CC(=O)Nc1ccc2c(c1)Cc1c-2cc(Cl)c(NC(C)=O)c1Cl,i,-3,-8,0.0,-3,0,-4,1,1.2,3
Cc1cc(C)cc(NC(=O)CCCCCN2C(=O)[C@@H]3Cc4ccccc4CN3C2=O)c1,i,1,1,-0.4,-13,1,-2,6,-0.2,1
COc1ccc(CNC(=S)NC2CCCCC2)cc1,i,-2,-28,-0.3,0,-3,-1,2,-2.4,5
O=C(CCn1nc(-c2ccccc2)ccc1=O)N1CCN(c2ccccn2)CC1,i,-4,-3,1.0,-8,0,1,-8,0.4,2
NC(=O)c1cnn2c(-c3ccc(Cl)cc3Cl)ccnc12,i,-2,-2,-0.1,-7,2,1,-5,-0.2,4
CC(=O)Nc1ccc(NC(=O)CN2C(=O)COc3ccc(S(=O)(=O)N4CCCCC4)cc32)cc1,i,0,8,-0.5,30,-4,-2,2,-1.4,-6
Cc1noc(C)c1NC(=O)N(C)C[C@@H]1OCc2ccccc2-c2c(n(C)c3ccccc23)C(=O)N([C@H](C)CO)C[C@H]1C,i,-1,10,-0.7,·,-2,-3,8,-2.0,3
CCCc1cc(=O)[nH]c(SCC(=O)c2c(N)n(C3CC3)c(=O)[nH]c2=O)n1,i,4,9,-0.2,-5,-2,5,3,-2.0,-1
COc1ccc(-c2noc(CN3CCN(C(=O)c4cccs4)CC3)n2)c(OC)c1OC,i,-7,-1,-0.3,1,3,2,-1,-2.0,5
Cc1ccc(-c2c(C)sc(=NC(=O)c3ccco3)n2C)cc1,i,5,-12,-0.6,-8,2,-1,-6,-1.1,-2
O=C(c1cc(COc2ccc(F)c(F)c2)on1)N1CCSCC1,i,-3,-9,-0.3,-17,-4,0,4,0.0,5
CCCCN1C(=O)C(C#N)CC2=C1CC(C)(C)CC2=O (centres undefined),i,8,10,-0.5,-8,3,10,0,-1.8,-2
CCOC(=O)C1=C(C)Nc2ccccc2N=C1NC(=O)C(c1ccccc1)c1ccccc1,i,-3,-16,1.5,-7,-2,0,-7,1.4,-1
CCc1nccn1CCC(=O)NC1CC(C)(C)Cc2c1cnn2-c1ccc(OC)cc1 (centres undefined),i,2,8,-0.2,-3,-2,-2,5,-1.4,-6
Cc1ccc(C(=O)OCC(=O)NC2CCCCC2)cc1S(=O)(=O)N1CCCCC1,i,-6,12,-0.4,11,4,1,2,-0.3,-5
COc1cnn(-c2ccc(C)cc2)c(=O)c1Cl,i,3,-4,0.6,1,0,-2,-6,0.1,-8
COc1ccccc1-c1ccc(/C=C2/C=C(CC(C)C)OC2=O)o1,i,17,-25,-1.0,-5,5,-6,-7,-0.7,4
CCOc1ccc(C(=O)NC2C(=O)N3C(C(=O)O)=C(COC(C)=O)CSC23)cc1OCC (centres undefined),i,7,18,-0.5,22,2,4,15,1.2,0

# Compound activity from PubChem BioAssay.
